PPARg SRC3 recr – agonists of human PPARgamma SRC-3 coactivator recruitment | P37231 | biochemical PPARgamma/SRC-3 coactivator recruitment assay | activation, % at 8 µM | 200,000 compounds, 0.26% hits | AID 731; in the data active = activation above about 23%;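 also: 0% = DMSO and 100% = reference agonist; some compounds past the cut are filed as inactive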
Target sequence (P37231 whole entry, looked up): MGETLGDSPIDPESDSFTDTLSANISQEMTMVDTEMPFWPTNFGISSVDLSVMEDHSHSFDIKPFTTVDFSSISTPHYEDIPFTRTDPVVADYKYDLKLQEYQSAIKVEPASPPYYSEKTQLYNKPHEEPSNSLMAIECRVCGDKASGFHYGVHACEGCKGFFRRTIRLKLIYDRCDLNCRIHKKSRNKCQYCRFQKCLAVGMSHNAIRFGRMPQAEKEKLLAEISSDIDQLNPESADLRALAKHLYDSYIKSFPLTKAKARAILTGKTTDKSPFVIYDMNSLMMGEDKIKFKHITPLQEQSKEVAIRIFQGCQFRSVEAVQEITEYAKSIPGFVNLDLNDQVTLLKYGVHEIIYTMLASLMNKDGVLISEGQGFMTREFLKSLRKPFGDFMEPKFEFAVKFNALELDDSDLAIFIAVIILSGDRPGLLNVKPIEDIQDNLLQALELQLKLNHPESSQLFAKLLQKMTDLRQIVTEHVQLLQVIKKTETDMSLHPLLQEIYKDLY
DTT redox prof – compounds producing H2O2 with reducing agent – biochemical, NIH compound library profiling, artefact control for MLSCN library redox annotation, primary screen; DTT-dependent redox cycling H2O2, phenol red/HRP absorbance; 100% = 100 µM peroxide control, 0% = buffer; activation, % at 10 µM; 200,000 compounds, 0.03% hits; AID 878;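 active = activation of at least 50% relative to the plate's high and low controls in the primary single-dose screen; inactive = activation below 50%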;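 also: compound incubated with DTT at 0.8 mM final as the reducing agent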
bIAP inh – blocks bovine intestinal alkaline phosphatase activity | purified bovine IAP, CDP-star luminescence, 30 min | inhibition, % at 20 µM | 190,000 tested, under 10 active | AID 1019;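 active = over 50% inhibition of intestinal alkaline phosphatase at 20 µM in the single-dose screen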
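Assay system: bovine IAP enzyme; medium: DEA buffer 100 mM, pH 9.8, with MgCl2 1.0 mM, ZnCl2 0.02 mM; doses: 20 µM single dose; incubation: enzyme reaction for 30 min at room temperature; detection: CDP-star luminescence signal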
Efa HMGR inh – E. faecalis class II HMG-CoA reductase inhibition; inhibition, % at 10 µM; purified E. faecalis HMGR, NADPH absorbance 340 nm kinetic; AID 1066; 190,000 compounds, 0.41% hits;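 active = inhibition above a set limit, the median over all tested compounds plus 3 SD, cut at about 9.5% in these data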;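 also: enzyme runs in reverse so mevalonate oxidation gives rising NADPH absorbance; 0% = complete reaction with DMSO and 100% = background rate lacking mevalonate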
L major viab – reduces viability of Leishmania major promastigotes. resazurin fluorescence viability. inhibition, % at 10 µM. 200,000 compounds, 9% hits; in the data active = inhibition above about 50%;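 also: promastigotes grown with compound for 44 hours at 28 °C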
RAM network inh – blocks the yeast RAM network | S. cerevisiae dse1pr::URA3 reporter, 5-FOA growth OD615, 2 d; analog-sensitive cbk1-as2 kinase mutant strain | inhibition, % at 50 µM | 190,000 compounds, 1.8% hits;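 active = inhibition above a set limit, 3 SD over mean compound inhibition, cut at about 8.4% in these data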;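 also: 0% = DMSO-only wells with no growth and 100% = 10 µM 1-NA-PP1 full growth; inhibition rescues growth on 5-FOA so higher OD means more RAM inhibition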
PPARg SRC2 recr – PPARgamma-driven SRC-2 recruitment agonism; PPARgamma LBD-SRC-2 recruitment, biochemical; activation, % at 8 µM; 200,000 compounds, 0.34% hits; in the data active = activation above about 22%;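 also: 0% = vehicle and 100% = reference agonist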
S1P3 antagonist – S1P3 (human) receptor antagonism | Q99500 | CHO S1P3 NFAT-BLA reporter, FRET fluorescence, antagonist mode | 170,000 compounds, 0.27% hits | inhibition, % at 4.98 µM;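 active = inhibition above the plate cutoff, the mean inhibition of test wells on that plate plus 3 SD, cut at about 28% in these data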;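 also: cells challenged with S1P at its EC80 of 0.8 µM; blue over green emission ratio from cleaved BLA substrate after 4 h stimulation; 0% = S1P-stimulated wells and 100% = unstimulated DMSO-only wells; some compounds past the cut are filed as inactive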
SRC2 TRFRET art – counter-screen for PPARgamma SRC-2 recruitment agonists: TR-FRET artefact. 200,000 compounds, 0.4% hits. AID 1049. active compounds read high. TR-FRET ratio at 8 µM; in the data active = TR-FRET ratio above about 2000; also: inactives centre near 1500; reference of the scale not given here
PPARg SRC1 recr – PPARgamma-driven SRC-1 recruitment agonism; P37231; 200,000 compounds, 0.41% hits; PPARgamma-SRC-1 coactivator recruitment biochemical assay; activation, % at 8 µM; AID 631; in the data active = activation above about 19%;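 also: 0% = DMSO and 100% = reference agonist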
ROMK primary – modulates human ROMK potassium channel activity; P48048; Tet-inducible ROMK, thallium flux fluorescence; actives lie on both sides; B-score at 10 µM; 130,000 compounds, 2% hits; AID 1918;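 active = signal ratio slope over the read window, or its plate-corrected B-score, at least 3 SD from the plate mean, either direction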;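 also: B-score of the F/F0 ratio slope over 7 to 12 s after thallium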
Target sequence (P48048 whole entry, looked up): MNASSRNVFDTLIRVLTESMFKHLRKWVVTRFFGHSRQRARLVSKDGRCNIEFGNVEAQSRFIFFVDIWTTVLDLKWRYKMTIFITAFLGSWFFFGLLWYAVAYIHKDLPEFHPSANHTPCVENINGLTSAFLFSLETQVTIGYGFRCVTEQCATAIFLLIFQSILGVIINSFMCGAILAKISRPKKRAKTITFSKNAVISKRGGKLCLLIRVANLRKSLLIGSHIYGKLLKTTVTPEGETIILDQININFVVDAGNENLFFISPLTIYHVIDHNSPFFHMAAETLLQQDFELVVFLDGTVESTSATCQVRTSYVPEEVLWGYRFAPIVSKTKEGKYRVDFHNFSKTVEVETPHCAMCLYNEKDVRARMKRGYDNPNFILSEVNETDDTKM
* = called active by the depositor; . = no result given.

structure,Efa HMGR inh,L major viab,PPARg SRC1 recr,SRC2 TRFRET art,S1P3 antagonist,PPARg SRC2 recr,ROMK primary,PPARg SRC3 recr,RAM network inh,bIAP inh,DTT redox prof
O=C(Nc1cccc(C(F)(F)F)c1)c1cccnc1N1CCN(CCO)CC1,-5.4,7.1,4.7,1742,4.7,12.3,-0.513,1.8,1.6,-8.9,-1.9
COc1ccccc1CNC(=O)COC(=O)Cc1ccc(Cl)cc1,2.0,-4.1,3.2,1384,4.5,-0.9,.,2.7,0.5,-2.8,0.4
Cc1cc(NC(=O)c2c(F)cccc2F)n(-c2nc3ccccc3[nH]2)n1,-2.4,23.3,10.5,1535,.,9.5,.,-0.2,1.7,-27.5,-3.8
COc1ccc(OCCSc2nc(C)nc3ccccc23)cc1,5.4,-1.5,8.3,1631,-4.1,8.6,-0.547,-0.1,5.5,-4.5,0.8
O=C(CSCc1c(Cl)cccc1Cl)NN=C1CCCC1,-1.5,2.6,3.7,1635,8.3,6.9,-0.839,2.3,0.0,6.9,0.3
CCc1ccc(NC(=O)Cc2ccc(OC)cc2)cc1,-0.8,31.9,-0.5,1425,6.7,-4.1,.,-0.6,-0.3,5.7,0.2
O=C(N/N=C/c1cccc(O)c1)c1ccc(COc2ccccc2Br)cc1,-1.1,-0.3,8.3,1486,6.9,-5.4,.,-1.4,-0.4,-20.5,-0.1
N#CCSc1nc2ccc(N3CCCCC3)cc2c(=O)n1Cc1ccccc1,5.1,9.8,15.7,1668,.,13.9,.,3.2,1.2,5.8,4.1
COc1ccc(-n2ncc3c(NCc4ccco4)ncnc32)cc1,-6.8,7.0,7.7,1499,12.8,5.3,0.526,6.7,-0.9,14.7,1.3
Cc1ccc2nc(-c3ccc(NC(=S)NC(=O)CC(C)C)cc3)sc2c1,-2.8,0.3,2.4,1571,.,6.9,2.55,12.7,4.5,10.3,0.8
Cn1c2c(c(=O)n(C)c1=O)C(c1ccccc1OC(F)F)C1=C(CCCC1=O)N2 (centres undefined),-3.8,1.5,8.3,1287,42.7,1.3,-0.00363,7.6,2.6,.,1.9
O=C1CC(c2ccc(F)cc2)Cc2nc(N3CCOCC3)ncc21 (centres undefined),-3.0,4.5,-3.2,1465,14.6,13.7,.,6.9,0.0,-0.4,-0.7
CC(=O)Nc1ccccc1Nc1cc(C#N)c(C#N)cc1[N+](=O)[O-],.,96.7*,7.8,1539,.,1.7,.,-9.1,.,17.1,8.5
O=C(CCc1nc2ccccc2[nH]c1=O)OCC(=O)c1ccc(Cl)cc1,-3.9,-5.6,1.5,1527,.,10.7,.,-3.2,2.4,-5.6,0.6
COc1ccc(C(=O)CSc2nnnn2C)c(OC)c1,-5.8,-1.5,0.5,1770,7.3,0.9,-0.165,-0.9,0.9,1.9,0.3
CCOC(=O)CSc1nnnn1-c1cccc2ccccc12,-8.8,-10.0,0.7,1626,-5.9,2.1,-0.692,-10.0,0.5,1.3,0.5
CC(=O)c1cnc(SCC(=O)O)nc1C,-3.9,-12.2,0.8,1627,6.9,-2.5,0.096,3.7,-0.5,-5.7,-0.3
CN(C)c1nc2n(c(=S)n1)CCS2,-1.7,-8.8,0.3,1629,.,13.2,1.1,-2.4,1.6,17.8,0.7
COc1ccc(OC)c(-c2csc(NC(=O)c3ccc(OCC4CCCO4)cc3)n2)c1 (centres undefined),2.1,42.1,1.7,1749,-21.5,-2.1,.,-2.9,3.2,7.8,0.4
Cc1sc2c(c1C)c(=O)nc1n2Cc2ccccc2-1,-5.5,81.6*,2.5,1525,.,13.2,-0.0961,4.5,0.1,16.8,-0.1
CC(C)CNC(=S)NNC(=O)c1ccccc1OC(F)F,-5.5,29.2,-3.1,1412,.,-0.9,-0.565,-7.2,3.4,-30.2,0.1
CCc1c(O)nc(SCC(=O)Nc2ccc(OC)cc2)n(C2CCCCC2)c1=O,0.7,-8.2,-2.4,1485,-4.9,2.8,0.658,1.6,2.0,0.8,0.2
CCNc1nc(NC(C)C)nc(N2CC(=O)N(CC(=O)OCC)C2=N)n1,-1.2,-5.0,3.9,1682,-1.1,11.5,-0.0463,2.1,1.3,9.4,0.0
Cc1ccc(N/C=C(/C#N)c2ccsc2)cc1C,-6.2,0.4,-2.3,1534,.,-12.6,-0.392,-1.7,3.3,20.6,0.1
COc1ccc(C(c2nnnn2Cc2cccs2)N2CCN(c3ccccc3F)CC2)cc1OC (centres undefined),-3.7,37.6,0.8,1370,21.8,3.0,0.377,-2.5,-0.1,-6.0,0.5

Following part:
structure,Efa HMGR inh,L major viab,PPARg SRC1 recr,SRC2 TRFRET art,S1P3 antagonist,PPARg SRC2 recr,ROMK primary,PPARg SRC3 recr,RAM network inh,bIAP inh,DTT redox prof
O=C(CCCOc1ccccc1)Nc1nccs1,1.8,-6.5,-2.0,1460,19.9,-0.7,-0.0262,-5.6,0.8,5.7,-0.3
O=C(c1ccccc1)N1CCN(c2ccc([N+](=O)[O-])c(N3CCOCC3)c2)CC1,0.3,-3.0,1.5,1577,6.1,9.2,.,0.5,3.3,8.1,-0.2
CCNC(=O)CN1C(=O)NC2(CCCc3cc(OC)ccc32)C1=O (centres undefined),-6.4,5.9,-4.0,1189,.,-6.2,0.486,-5.7,1.2,4.3,0.0
CC(C)C(=O)Nc1cccc(C(=O)NCc2ccc3c(c2)OCO3)c1,-4.2,4.8,2.9,1495,3.0,7.6,.,2.0,-0.1,10.3,2.0
CCn1c(O)c(/C=C2\C=Nc3ccccc32)sc1=Nc1ccc(C)cc1,0.7,23.7,-9.3,1404,.,4.9,-0.0203,-13.1,5.8,-0.4,-1.8
CCOc1ccc2nc(NC(=O)CN3CCC(n4nnc5cc(F)ccc54)CC3)sc2c1,0.5,41.3,8.3,1522,10.4,-3.8,-0.26,3.9,0.9,-2.3,0.1
O=C(CCn1cnc2ccccc2c1=O)Nc1ccc(S(=O)(=O)N2CCCC2)cc1,-4.5,-1.9,0.7,1307,-27.9,2.8,.,-9.7,5.5,14.7,2.4
O=C(Nc1ccc2nccnc2c1)c1ccco1,-0.9,-6.2,1.2,1516,-13.5,3.2,0.332,0.1,-0.6,2.4,-0.2
CN(CCC1CCCCO1)C(=O)CCc1nnc(CCCCc2ccccc2)o1 (centres undefined),-1.1,-1.5,2.9,1619,12.7,-3.9,-0.754,-0.5,-0.1,-14.4,0.2
Cc1cc(NC2CCCCC2)nc(-c2ccccc2O)n1,1.0,1.8,4.1,1610,.,4.4,.,3.2,1.3,7.5,-8.2
CSC1=NCCN1C(=O)Cc1ccc(-c2ccccc2)cc1,4.2,7.8,4.2,1592,9.2,0.2,0.31,2.7,0.1,-13.9,-0.7
CC(C(=O)NCC1CCCO1)N(C(=O)c1snc(C(N)=O)c1N)c1ccccc1 (centres undefined),-1.0,8.4,4.0,1508,-5.3,1.2,-0.127,6.8,0.1,-1.6,36.7
Cc1ccc(C(=O)CC2(O)C(=O)N(C)c3ccccc32)s1 (centres undefined),14.3*,-3.4,5.3,1447,-20.0,5.5,-0.0196,10.8,3.0,-17.2,-0.1
CCNc1nc(Oc2ccc(C(=O)OC)cc2)nc(N(C)C)n1,-4.1,3.2,1.8,1401,-0.4,0.7,.,-11.9,0.1,-5.0,2.7
Cc1c(C(=O)O)sc(=S)n1-c1ccc(Cl)cc1,-0.5,-9.2,5.7,1455,.,-3.0,.,0.7,-0.5,4.3,1.7
OCCNc1nc2ccccc2n1-c1ccccc1,-3.9,-1.0,2.4,1447,-9.0,2.6,.,2.4,0.4,3.9,0.5
CC(c1ccon1)N(C)C(=O)CCc1nnc(Cc2ccc(-c3ccccc3)cc2)o1 (centres undefined),-2.8,-6.1,-0.1,1398,-16.9,0.5,-0.262,-2.1,3.1,-18.6,-0.9
CCN(CC)c1ccc(CNCc2cccs2)cc1,-3.3,32.4,1.3,1451,-9.2,-9.9,0.0174,-1.4,0.2,-4.8,0.6
COc1cccc2c1OCC([C@@H]1C[C@H]3CN(Cc4cccc(Cl)c4)C(=O)[C@]34CCCN14)=C2,-4.4,59.1*,12.8,1581,-29.6,4.8,-1.74,3.5,2.2,-10.8,0.6
Cc1cccc(NC(=O)CSc2nnc(-c3ccc(S(=O)(=O)N4CCCC4)cc3)o2)c1,-6.8,-1.3,7.3,1492,2.7,-5.8,1.68,7.0,2.3,-48.7,0.1
CC(=O)c1c(C)[nH]c(C(=O)COc2ccc(C#N)cc2)c1C,1.8,-2.8,5.3,1674,.,2.7,.,9.8,4.0,-3.8,3.6
O=c1[nH]cnc2nc3n(c12)CCCCC3,-3.5,1.6,1.1,1388,4.4,2.6,0.992,8.6,0.6,12.0,-0.1
COc1ccc(CCn2ccc(O)c(Cc3c(F)cccc3Cl)c2=O)cc1OC,-3.9,-3.3,4.4,1545,-23.8,-7.3,1.29,0.3,3.8,-3.7,-0.2
O=C(Nc1ccccc1)c1cccc(C(F)(F)F)c1,-2.8,-1.3,-1.8,1533,-2.4,6.8,.,9.0,1.5,10.4,-0.1
CS(=O)(=O)N(CC(=O)NCCSc1ccccn1)c1cccc2ccccc12,-4.5,36.7,-3.6,1666,2.9,-8.6,.,3.6,2.9,15.0,-0.6

Continuation:
structure,Efa HMGR inh,L major viab,PPARg SRC1 recr,SRC2 TRFRET art,S1P3 antagonist,PPARg SRC2 recr,ROMK primary,PPARg SRC3 recr,RAM network inh,bIAP inh,DTT redox prof
CCOC(=O)c1cnc2c(-c3ccccc3)cnn2c1N,0.3,5.6,-0.4,1402,21.2,-14.9,.,0.8,4.0,14.6,0.2
CCOC(=O)CSc1nnc(-c2ccccc2)c(=O)[nH]1,-5.1,-8.8,6.2,1483,.,-4.2,0.00859,0.0,4.3,5.0,0.2
Cc1ccc(C(=O)Nc2ccc(OCc3ccccc3)cc2)cc1[N+](=O)[O-],-0.4,7.3,-5.5,1382,.,-7.0,.,-1.7,4.5,4.7,2.2
CCCN1C2=NCCN2c2ccccc21,-1.6,-7.4,2.9,1556,-9.3,0.1,.,-8.1,-0.1,10.6,2.4
CCCn1c(-c2ccc(OC)cc2)nc2ccccc21,-3.3,96.2*,9.9,1567,-0.4,-2.7,.,7.4,0.0,9.9,4.0
CCc1ccc(Nc2nnc(SCC(=O)NC(=O)c3cccn3C)s2)cc1,2.3,-8.5,6.5,1827,4.2,5.3,-0.0135,2.7,8.1,-9.1,-1.6
CCN=c1scc(-c2ccco2)n1/N=C/c1ccc(OC)c(O)c1,3.6,-9.1,4.3,1559,.,15.0,0.321,14.5,0.4,7.4,-1.1
CCSc1oc(-c2cccs2)nc1S(=O)(=O)c1ccccc1,3.6,-6.0,14.2,1836,-9.9,10.8,.,7.1,5.6,-0.7,-1.3

Source: PubChem BioAssay (several laboratories)
